ABCB6 inh MLPCN – ABCB6 transporter inhibitors, primary screen, K562-ABCB6 cells, flow cytometry, MLPCN library | ATP-binding cassette sub-family B member 6 (Homo sapiens), Q9NP58 | K562-ABCB6 porphyrin accumulation, 1 h; hits give low values | fluorescence ratio to DMSO, % at 10 µM | 360,000 compounds, 0.19% hits | AID 602162, 2011;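 active means fluorescence ratio to DMSO below 75%, the collection mean minus 3 SD; inconclusive means too few cells collected in the well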;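 further: signal is porphyrin accumulated inside mitochondria; 100% equals median channel fluorescence of DMSO control wells; lower ratio means ABCB6 inhibition with less porphyrin fluorescence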
Vif imaging – HIV Vif self-association inhibitors, primary screen, imaging, HEK293T, single point. 340,000 compounds, 0.35% hits. HEK293T cells, Vif self-association by quenched fluorescence, 24 h. AID 602346, 2012. inhibition, % at 7.49 µM; in the data active means inhibition above about 50%, passing the limit was not always enough; inconclusive means no clear call, values can overlap the other calls; inactive means below about 31%; further: some results filed as inactive read as strong as hits
Granule exo inh – LAMP-1 surface exposure blockers, TALL-104 cells – cell-based, flow cytometry, MLPCN library, primary screen | TALL-104 LAMP-1 surface exposure; cells stimulated with thapsigargin and PMA | inhibition, % at 10 µM | 360,000 compounds, 0.66% hits;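 active means inhibition above about 55%, limit read from the data; inconclusive means no clear call, values can overlap the other calls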
ABHD5-PLIN5 inh – ABHD5-PLIN5 interaction inhibitors, primary screen, cell lysate, split luciferase complementation, luminescence | Perilipin-5 (Homo sapiens) + 1-acylglycerol-3-phosphate O-acyltransferase ABHD5 (Homo … | Split G. princeps luciferase complementation, 4 h | inhibition, % at 4 µM | 360,000 compounds, 0.78% hits | AID 602281, 2012;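 active means inhibition above the mean inhibition across every tested compound plus 3 SD, cut at about 22% in these data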;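 further: 0% = DMSO only wells and the 100% control is not disclosed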
aDG glyco up – activators of alpha-DG glycosylation, primary screen, uHTS, Pro5-aDG cells, AlphaScreen. alpha-DG glycosylation AlphaScreen (IIH6); 0% Pro5, 100% B10-LARGE cell signal. 360,000 compounds, 0.22% hits. activation, % at 10 µM;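 active means activation of at least 8% versus controls, or a plate z-score of at least 8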;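 further: Pro5 are CHO cells carrying HIG-tagged alpha-DG that lacks glycosylation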
NOD2 RIPK2 PPI – NOD2-RIPK2 binding disruptors in cells, primary screen, fluorescence, CHO cells, BLA complementation; Receptor-interacting serine/threonine-protein kinase 2 (Homo sapiens), O43353; CCF4 ratio; inhibition, % at 4.98 µM; 360,000 compounds, 0.38% hits; AID 624267, 2012; in the data active means inhibition above about 21%;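 further: 0% = vehicle only and 100% = reference blocker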
Target sequence (O43353 whole entry, looked up): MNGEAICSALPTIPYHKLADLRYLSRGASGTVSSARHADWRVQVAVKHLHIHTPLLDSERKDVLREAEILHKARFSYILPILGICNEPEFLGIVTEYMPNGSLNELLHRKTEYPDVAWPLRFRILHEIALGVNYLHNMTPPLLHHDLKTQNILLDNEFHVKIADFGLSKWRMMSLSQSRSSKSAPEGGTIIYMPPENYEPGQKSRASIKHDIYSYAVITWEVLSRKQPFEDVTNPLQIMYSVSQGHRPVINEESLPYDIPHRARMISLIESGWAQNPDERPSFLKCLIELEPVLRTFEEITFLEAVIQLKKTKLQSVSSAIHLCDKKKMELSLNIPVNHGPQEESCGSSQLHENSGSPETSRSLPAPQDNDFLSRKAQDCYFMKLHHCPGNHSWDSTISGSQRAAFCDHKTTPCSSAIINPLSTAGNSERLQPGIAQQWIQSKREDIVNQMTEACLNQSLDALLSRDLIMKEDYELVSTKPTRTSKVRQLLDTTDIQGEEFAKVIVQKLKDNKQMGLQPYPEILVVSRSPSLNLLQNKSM
Glyco luc inh – increase of ERlucT glycosylation luciferase signal, primary screen, N-linked glycosylation inhibitor project, D54 ERlucT cells, luminescence, set 2. D54 ERlucT glycosylation luciferase reporter, 24 h; percent of 100 nM tunicamycin response. reporter increase, % at 12.5 µM. 360,000 compounds, 0.23% hits. AID 588692, 2011;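 active means mean luciferase reporter signal, scaled so untreated is 0 and the glycosylation-blocking control 100, at or above a set limit in every replicate; inconclusive means mean reaches the limit but not every replicate does; inactive means mean below the limit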;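 further: luciferase carries N-glycosylation sites so blocking glycosylation raises the light; 0% = median of neutral control wells and 100% = median of 100 nM tunicamycin wells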
TLR9-MyD88 inh – inhibitors of TLR9-MyD88 association in cells, primary screen, cell-based, CHO, BLA complementation, fluorescence; 340,000 compounds, 0.21% hits; AID 504734, 2011; Toll-like receptor 9 (Homo sapiens) + Myeloid differentiation primary response protein …; inhibition, % at 4.98 µM; CCF4 FRET ratio;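 active means inhibition above the mean over all tested compounds plus 3 SD, cut at about 21% in these data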;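 further: 0% = DMSO only wells and 100% = clavulanate BLA inhibitor control wells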
MC4R barr agon – MC4R agonists recruiting beta-arrestin, primary screen, cell-based, luminescence, agonist arm of biased-ligand search; Melanocortin receptor 4 (Homo sapiens), P32245; U2OS MC4R beta-arrestin complementation; percent of melanotan II response, DMSO zero; activation, % at 8.9 µM; 360,000 compounds, 0.98% hits; AID 540308, 2011;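 active means activation above a per-plate cutoff, the mean activation of sample wells on that plate plus 3 SD, cut at about 8% in these data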
Target sequence (P32245 whole entry, looked up): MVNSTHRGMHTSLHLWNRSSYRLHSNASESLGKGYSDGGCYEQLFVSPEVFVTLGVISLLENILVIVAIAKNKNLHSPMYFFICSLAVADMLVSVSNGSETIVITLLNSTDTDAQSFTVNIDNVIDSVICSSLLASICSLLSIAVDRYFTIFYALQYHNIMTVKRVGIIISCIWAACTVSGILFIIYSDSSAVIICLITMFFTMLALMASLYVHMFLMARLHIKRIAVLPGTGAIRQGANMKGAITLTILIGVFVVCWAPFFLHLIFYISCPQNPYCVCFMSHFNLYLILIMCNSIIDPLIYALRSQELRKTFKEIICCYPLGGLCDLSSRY
MC4R antagonist – MC4R antagonists of cAMP signaling, primary screen, cell-based, TR-FRET, antagonist arm of biased-ligand search. AID 540295, 2011. inhibition, % at 6.5 µM. MC4R-expressing cells, MTII-stimulated cAMP, LANCE TR-FRET. Melanocortin receptor 4 (Homo sapiens), P32245. 360,000 compounds, 0.48% hits;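 active means inhibition above its plate's cutoff, the mean of tested wells on that plate plus 3 SD, cut at about 29% in these data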;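 further: 0% = Melanotan II alone and 100% = Melanotan II plus saturating MCL0020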
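material = U2OS cells stably expressing human melanocortin 4 receptor (MC4R) | also added = Melanotan II challenge | dosing = single nominal compound dose of 6.5 µM | detection = TR-FRET with Eu-cAMP and labeled anti-cAMP, 671 nm | replication = singlicate | timing = compound 30 min, challenge 1 h, detection 1 h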
Active calls of the source: *; ? = inconclusive; nt = no result given. Not all compounds are listed (hit frequency here may not be typical).

SMILES	ABCB6 inh MLPCN	Vif imaging	Granule exo inh	ABHD5-PLIN5 inh	aDG glyco up	NOD2 RIPK2 PPI	Glyco luc inh	TLR9-MyD88 inh	MC4R barr agon	MC4R antagonist
COc1ccc(-n2c(=O)c3c4c(sc3n3cnnc23)CC(C)CC4)cc1 (stereo not given)	101	-3	1	-3	0.0	-10	0	2	-1.0	1
C/C=C(\C)CN1CCC(Oc2ccc(C(=O)NCc3ccccn3)cc2)CC1	102	3	6	-5	0.0	1	-3	-7	-3.1	2
O=c1cc([O-])[n+]2c3n1CCCN3CCC2	95	-6	2	2	-0.3	5	1	6	1.2	-1
CCOc1cc(C(=O)N=c2sccn2C)cc(Br)c1OC	100	-12	3	-1	0.2	1	0	-8	1.0	9
COc1cccc(C2CCCN2Cc2nc(-c3sccc3C)oc2C)c1 (stereo not given)	99	-2	0	4	-0.2	-3	-2	-9	-4.2	-11
COC(=O)[C@@]1(Cc2ccc(F)cc2)[C@H]2c3cc(C(=O)N4CCCC4)n(CC4CC4)c3C[C@H]2CN1C(=O)c1ccccc1	123	nt	12	5	0.0	9	nt	nt	nt	nt
Cc1ccccc1Cn1c(C(=O)OC(C)C)cc2c1ccn2C	92	-4	-2	-8	-0.2	-8	-3	2	-1.4	11
Cc1ccccc1-c1cc2nc(Nc3ccc(F)cc3)n(C)c(=O)c2s1	103	-7	12	-13	-0.2	-9	5	nt	0.9	15
Cc1cc(Cl)ccc1C(=O)C1CCCN(C(=O)c2ccc3ncccc3c2)C1 (stereo not given)	95	-7	-4	-4	0.0	-2	1	-6	1.9	14
CC(=O)Nc1ccc(OS(=O)(=O)c2c(C)cc(C)cc2C)cc1	99	0	0	0	0.1	0	0	-1	0.7	1
COc1ccccc1NC(=S)N(Cc1ccco1)Cc1cc2cc(C)c(C)cc2[nH]c1=O	103	10	7	16	-0.2	-8	19	-7	-1.8	-8
COC(=O)c1c(C)nn(-c2ccc(OC(F)(F)F)cc2)c1-c1snnc1C	90	-11	-10	-3	0.5	0	-1	nt	4.3	15
COc1cc(C(=O)NCC(c2ccco2)N(C)C)cc(OC)c1OC (stereo not given)	101	2	-4	3	1.4	-8	0	-1	-1.0	9
CS(=O)(=O)N1CCN(c2ccccc2NC(=O)c2cccs2)CC1	112	1	-1	-5	-0.2	0	0	6	-1.3	4
COC(=O)/C(C#N)=C/c1ccc(OC(=O)c2ccccn2)cc1	103	4	0	0	-0.3	6	3	1	-2.5	-3
COC(=O)NNC(=O)COc1ccc2ccccc2c1Br	100	13	-4	-7	-0.1	-9	0	-1	0.7	12
CC(C)=CC1C(C(=O)Nc2ccc(S(=O)(=O)N3CCOCC3)cc2)C1(C)C (stereo not given)	92	-13	-3	-4	0.2	1	-8	-1	-0.1	4
COC(=O)c1sccc1NC(=O)CSc1ccccc1NS(=O)(=O)c1ccc(Cl)cc1	105	-14	30	-6	0.2	-1	-3	-4	0.4	15
O=C(Nc1ccccc1F)c1ccccc1-c1ccc(C(F)(F)F)cc1	95	4	-3	1	0.3	3	-2	-9	6.7	18
Nc1nonc1-n1nnc(C(=O)N/N=C/c2cc(Br)ccc2O)c1CSC1=NCCS1	96	0	2	-3	0.9	-6	-7	10	-4.3	-3
CSc1ccc(Cl)c(C(=O)OCC(=O)NCc2ccco2)c1	122	-1	4	34*	-0.2	-11	0	-2	0.5	-2
CCCOc1ccc(C(C)=O)cc1CN1CCOCC1	103	-1	-4	3	0.2	-9	-1	-13	0.3	12
O=C(c1ccc(Cl)c(S(=O)(=O)N2CCCCCC2)c1)N1CCN(c2ccccn2)CC1	97	-12	-3	6	0.6	-1	-4	-11	0.9	12
Cc1ccc(S(=O)(=O)N(CC(=O)Nc2ccccc2C(=O)O)c2cccc(Cl)c2C)cc1	102	-3	-8	-5	-0.1	-5	2	-7	0.3	17
CC(=O)c1ccc(NC(=O)C2CCN(S(=O)(=O)c3cccc4nonc34)CC2)cc1	100	17	12	0	0.1	-1	2	3	4.0	10

An excerpt from above in order of length of the SMILES, low to high.
SMILES	ABCB6 inh MLPCN	Vif imaging	Granule exo inh	ABHD5-PLIN5 inh	aDG glyco up	NOD2 RIPK2 PPI	Glyco luc inh	TLR9-MyD88 inh	MC4R barr agon	MC4R antagonist
CCCOc1ccc(C(C)=O)cc1CN1CCOCC1	103	-1	-4	3	0.2	-9	-1	-13	0.3	12
O=c1cc([O-])[n+]2c3n1CCCN3CCC2	95	-6	2	2	-0.3	5	1	6	1.2	-1
COC(=O)NNC(=O)COc1ccc2ccccc2c1Br	100	13	-4	-7	-0.1	-9	0	-1	0.7	12
CCOc1cc(C(=O)N=c2sccn2C)cc(Br)c1OC	100	-12	3	-1	0.2	1	0	-8	1.0	9
COc1cc(C(=O)NCC(c2ccco2)N(C)C)cc(OC)c1OC (stereo not given)	101	2	-4	3	1.4	-8	0	-1	-1.0	9
Cc1ccccc1-c1cc2nc(Nc3ccc(F)cc3)n(C)c(=O)c2s1	103	-7	12	-13	-0.2	-9	5	nt	0.9	15
C/C=C(\C)CN1CCC(Oc2ccc(C(=O)NCc3ccccn3)cc2)CC1	102	3	6	-5	0.0	1	-3	-7	-3.1	2
Cc1cc(Cl)ccc1C(=O)C1CCCN(C(=O)c2ccc3ncccc3c2)C1 (stereo not given)	95	-7	-4	-4	0.0	-2	1	-6	1.9	14
COc1ccccc1NC(=S)N(Cc1ccco1)Cc1cc2cc(C)c(C)cc2[nH]c1=O	103	10	7	16	-0.2	-8	19	-7	-1.8	-8
O=C(c1ccc(Cl)c(S(=O)(=O)N2CCCCCC2)c1)N1CCN(c2ccccn2)CC1	97	-12	-3	6	0.6	-1	-4	-11	0.9	12
COC(=O)[C@@]1(Cc2ccc(F)cc2)[C@H]2c3cc(C(=O)N4CCCC4)n(CC4CC4)c3C[C@H]2CN1C(=O)c1ccccc1	123	nt	12	5	0.0	9	nt	nt	nt	nt

Next part.
SMILES	ABCB6 inh MLPCN	Vif imaging	Granule exo inh	ABHD5-PLIN5 inh	aDG glyco up	NOD2 RIPK2 PPI	Glyco luc inh	TLR9-MyD88 inh	MC4R barr agon	MC4R antagonist
Nc1nc2c(Br)ccc(Br)c2cc1C(=O)NCc1cccc2ccccc12	103	nt	-8	-14	-0.3	-20	nt	nt	nt	nt
Cn1c(N)c(C(=O)CSc2nnc(-c3ccccc3F)n2C2CC2)c(=O)n(C)c1=O	104	-11	-2	1	0.0	-1	0	-9	-1.4	-5
CC(C)CCNC(=O)C(CC(C)C)N(Cc1ccc2c(c1)OCO2)C(=O)c1snc(C(N)=O)c1N (stereo not given)	99	9	2	-3	0.4	-6	-4	4	0.9	9
COc1ccc(C(=O)Nc2cc(C)nn2-c2ccc(C)cc2)cc1	97	-5	-5	2	-0.1	-5	0	-5	-2.9	9
O=C(Nc1nnc([C@H]2C[C@H](O)[C@@H](CO)O2)s1)C(c1ccccc1)c1ccccc1	97	?	-1	5	0.1	1	1	nt	0.2	10
O=C(CCCn1c(=S)[nH]c2ccsc2c1=O)NCCc1ccccc1	103	3	-4	7	-0.4	4	0	-3	1.3	-4
O=C(C1CC1)N1CCc2cc(S(=O)(=O)NCc3ccccc3)ccc21	97	4	-1	-3	0.5	-10	0	-5	-2.9	2
CCOC(Cn1c(-c2ccc(OC)cc2)nc2ccccc21)OCC	102	5	0	1	0.8	-6	0	7	0.7	-1
O=C(O)c1cccn2c(=O)c3ccccc3nc12	86	nt	-2	0	0.0	1	0	-1	-1.9	0
Cc1cc(N2CCCC2)nc2ccccc12	98	3	-2	6	-0.6	-4	-1	7	-1.0	6
CSC(=CC(=O)c1ccc(F)cc1)SC	100	-6	-3	-2	0.0	-6	2	-2	-0.3	7
CCS(=O)(=O)NC(=O)C1(C)CCN1C(=O)Cc1ccc(Cl)cc1Cl (stereo not given)	95	8	-1	5	0.1	0	4	nt	0.7	6
CCc1ccc(C(=O)CSc2nnc(C3CC3)n2C2CC2)cc1	94	-5	-5	1	0.2	1	0	-5	-1.3	-3
COCCNC(=O)c1ccc2c(c1)S(=O)(=O)c1cc(Cl)ccc1C2=O	95	-3	0	-9	0.2	-7	2	-4	-1.8	-43
CCc1ccccc1NC(=O)Nc1ccsc1C(=O)OC	101	-10	0	6	0.3	-7	0	5	2.1	0
Cc1cc(N2CCN(C)CC2)nc2ccc(NC(=S)NC3CC3)cc12	99	-9	9	13	-0.2	-19	0	7	0.1	-7
COC(=O)[C@]12CCCCC=C1N(Cc1ccc3c(c1)OCO3)C(=O)[C@H](CC(=O)NCCCN1CCCC1=O)C2	nt	nt	10	12	-0.1	-11	nt	nt	nt	nt
O=C(c1cc2ccccc2oc1=O)N(Cc1ccccc1)Cc1ccc2c(c1)OCO2	96	8	0	0	0.2	-3	-6	5	-2.6	3
CC(=O)NC1=NN(C(C)=O)C(C)(c2ccc(Cl)s2)S1 (stereo not given)	97	nt	-3	7	-0.2	-1	nt	-1	2.6	1
COc1ccc(C2/C(=C(\O)c3cc(C)ccc3C)C(=O)C(=O)N2CCN(C)C)cc1OC (stereo not given)	101	nt	0	3	0.1	9	1	-7	1.4	5
O=C(c1ccco1)N1CCN(C(=O)C2CCN(S(=O)(=O)c3cccs3)CC2)CC1	101	-6	-2	13	0.8	-12	0	-4	-0.8	6
CCc1nc(SCC(=O)Nc2ccccc2)c2c(=O)n(C)c(=O)n(C)c2n1	98	nt	-2	-3	1.0	1	nt	1	-1.9	7
C=CCSc1n[nH]c(-c2ccc(OC)cc2)n1	92	-1	2	2	0.1	-13	-1	-4	-3.0	-6
O=[N+]([O-])c1ccc(S(=O)(=O)N2CCC3(CC2)OCCN3S(=O)(=O)c2cccs2)cc1	101	7	12	-3	0.6	-5	-2	-2	-3.6	7
CC(=O)c1ccc(S(=O)(=O)Nc2cccc(-c3ccc(N4CCOCC4)nn3)c2)cc1	100	18	-2	2	-0.4	-10	0	-5	1.3	7
Cn1c(=O)n(C)c2cc(NC(=O)CCl)ccc21	101	-3	1	0	-0.1	-8	82*	-3	-0.6	0
